Shiga inhibitor: Shiga toxin inhibition | Vero cells, Shiga toxin protein synthesis inhibition reporter | inhibition, % at 38.7 µM | 9.2% of 290,000 active | AID 2315; in the data active = inhibition mostly above about 28%, no sharp cut-off; inactive = mostly below about 43%; note: 0% is about no effect
FBPA Giardia inh: blocks Giardia fructose-bisphosphate aldolase activity | purified Giardia FBPA | Potency, µM (top dose mostly 59.6 µM), for inactives: at the highest dose activity, negative = inhibition, hits mostly inhibitors | 0.71% of 290,000 active; note: potency is the fitted concentration of half-maximal effect; % is set by controls: 0 for no effect and ±100 for the full control effect; nearly all actives have a fitted effect of over 55% in size
Target sequence (A8B2U2 whole entry, looked up): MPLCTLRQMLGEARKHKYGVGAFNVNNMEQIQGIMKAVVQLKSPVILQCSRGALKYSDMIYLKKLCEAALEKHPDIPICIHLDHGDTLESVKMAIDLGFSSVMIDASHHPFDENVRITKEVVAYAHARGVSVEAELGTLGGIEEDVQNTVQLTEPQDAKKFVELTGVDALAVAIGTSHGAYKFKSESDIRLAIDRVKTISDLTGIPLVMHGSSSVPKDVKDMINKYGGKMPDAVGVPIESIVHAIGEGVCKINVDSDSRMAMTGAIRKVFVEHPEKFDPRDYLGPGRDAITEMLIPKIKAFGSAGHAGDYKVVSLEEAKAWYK
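40 nM FBPA preincubated 10 min at RT with compound (up to 57.5 uM final), then substrate plus GAPDH/TPI/NAD/arsenate coupling and diaphorase/resazurin added. Fluorescence read after 20 min at RT, 525/598 nm.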
Pf growth 48h: P. falciparum growth inhibition at 48 hours (one generation) | P. falciparum luciferase growth in erythrocytes, 48 h | Potency, µM (top dose mostly 28.7 µM), without a hit: at the highest dose activity change, negative = inhibition, actives largely listed as inhibitors | 5.9% of 310,000 active | AID 504832; note: potency is the fitted concentration of half-maximal effect; % is set by controls: 0 for no effect and ±100 for the full control effect
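Compounds are pin-transferred into medium, infected erythrocytes (2% hematocrit, 0.1% parasitemia final) are added, and plates sit one parasite generation at 37 C in 5% CO2. Detection reagent is then added and luminescence measured.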
HCV inhibitor: blocks hepatitis C virus; Huh7.5.1 HCVcc-Cre infection, luciferase reporter, 44 h; 3.4% of 340,000 active; Potency, µM (top dose mostly 41.8 µM), for the others: at the top dose activity change, negative = inhibition, hits mostly inhibitors; note: potency is the fitted concentration of half-maximal effect; % is set by controls: 0 for no effect and ±100 for the full control effect
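A cell-based infection assay in which seeded cells (1,000 per well) receive test compound after 4 h, are inoculated with HCVcc-Cre at approximately 0.5 moi, and are incubated 44 h before luminescence detection.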
Cycloheximide cs: affects cycloheximide protein synthesis inhibition readout, counter-screen. 12% of 300,000 active. cell reporter, cycloheximide protein synthesis inhibition counterscreen. max response, %; in the data active = max response mostly above about 13%, no sharp cut-off; inactive = mostly below about 14%; note: read at 38.3 µM for the half of the compounds with a filed dose; 0% is about no effect
Pf growth 96h: P. falciparum growth inhibition at 96 hours; P. falciparum luciferase reporter growth, 96 h; Potency, µM (top dose mostly 28.7 µM), inactives show top-dose activity change, negative = inhibition, hits mostly inhibitors; 6.9% of 320,000 active; AID 504834; note: potency is the fitted concentration of half-maximal effect; % is set by controls: 0 for no effect and ±100 for the full control effect
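Luminescence readout: decreased luciferase signal marks inhibited growth of reporter-expressing P. falciparum in infected red cells (2% hematocrit, 0.05% parasitemia final), exposed to compound two generations (96 h, 37 C, 5% CO2).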
An asterisk follows results filed as active; i = inactive; ? = inconclusive; · = not tested or not shown; & = joins results of further samples; [ ] = dose if it differs, or a comment. Unless noted, calls come from the whole dose curve; as a rule, active = well fitted curve in the direction sought with a large enough effect; inconclusive = small, poorly fitted or top-dose-only effect, or another doubt; inactive = no such curve, though single readings can be large; an effect the other way counts as inactive or inconclusive. Rows are unselected. About 24% of those tested had a hit in this group.

Values run as follows: Cycloheximide cs	FBPA Giardia inh	HCV inhibitor	Pf growth 96h	Pf growth 48h	Shiga inhibitor
N#Cc1c(-c2cccnc2)c2c([nH]c1=S)CCCC2
 : -4	-23%	-2%	119%[activator]	?	-25
Cc1ccc(-c2nnc(SCC#N)n2N)cc1
 : -3	-1%	-2%	·	21%	-11
COc1ccccc1NC(=O)NC1CCCCCCC1
 : 14	·	-9%	12µM*	-28%	35
O=C(N/N=C/c1ccc(-c2ccc([N+](=O)[O-])cc2)o1)[C@H]1C[C@@H]1c1ccccc1
 : -3	-3%	?	38%[activator]	2%	13
COc1ccc(CCNC(=O)c2c(O)c3ccccc3[nH]c2=O)cc1
 : 6	-1%	24%	-27%	-5%	-14
CCNc1ccccc(-c2ccc3ccccc3n2)c1=O
 : 41*	?	19%	306%[activator]	215%[activator]	134*
CCc1ccc(-c2nc(CN3CCC(C(=O)NCc4ccc(F)cc4)CC3)c(C)o2)cc1
 : 29	4%	18µM*	?	13µM*	36
O=C1N/C(=N\N=C\c2ccco2)SC1Cc1ccccc1[N+](=O)[O-] (stereo not drawn)
 : -1	-2%	-15%	?	-11%	4
CCCc1[nH]n(-c2ccc([N+](=O)[O-])cc2)c(=O)c1C=NCCN1CCNCC1
 : -2	0%	·	4%	19%	-6
Cc1ccc(NC2=C/C(=N\S(=O)(=O)c3cccs3)c3ccccc3C2=O)c(C)c1
 : 13*	?	5.6µM*	0.033µM*	0.093µM*	7
O=C(CCC(=O)N1CCSc2ccccc21)NCc1cccc(Cl)c1
 : 2	0%	-29%	14%	-7%	-1
O=C(COc1ccccc1)NCC(=O)NC1CCCCC1
 : 10	5%	13%	21%	-8%	2
O=C(CSc1ncccn1)N/N=C/c1cccc(OC2CSC2)c1
 : 13	-6%	5%	12µM*	5%	-6
COc1ccc(NC2CCCN(C(=O)c3ccc(C(C)=O)cc3)C2)cc1 (stereo not drawn)
 : 1	·	4%	-11%	-3%	-7
CC(=O)N1CCCc2cc(S(=O)(=O)NC(C(=O)NCc3ccc(C)cc3)C(C)C)ccc21 (stereo not drawn)
 : -1	13%	8%	22%	-17%	-18
O=C(CN1CCCC1c1ccc2c(c1)OCCO2)NC(=O)Nc1ccccc1F (stereo not drawn)
 : ·	·	?	4%	?	·
Nc1nc(Nc2ccccc2)n[nH]1
 : -5	0%	18%	-13%	0%	32
CN(C)S(=O)(=O)c1ccc(C(=O)Nc2nc(-c3cccs3)cs2)cc1
 : -9	1%	10µM*	?	·	-21
O=C(O)/C=C\C(=O)Nc1ccc(F)c(F)c1F
 : 0	9%	0%	7%	27%	2
CC(=O)c1ccc(NC(=O)COC(=O)CCN2C(=O)c3cccc([N+](=O)[O-])c3C2=O)cc1
 : 7	2%	-2%	35%[activator]	-9%	18
Clc1ccc2scc(CN3CCCCC3)c2c1
 : -1	-9%	-1%	?	-13%	-2
COc1ccccc1CNC(=O)C(c1ccccc1)c1ccccc1
 : -2	3%	5%	?	-1%	-11
CCC(C)(C)NC(=O)C(c1cccc(OC)c1)N(C(=O)c1ccn[nH]1)c1cccc(OC)c1 (stereo not drawn)
 : -3	9%	9%&-20%	·	?	-5
CC(/C=N/N1CCN(Cc2ccccc2)CC1)=C\c1ccccc1
 : 25*	1%	-12%	?	28%	34
CN(Cc1ccccc1)Cc1nc2c(c(=O)n(C)c(=O)n2C)n1Cc1ccc(Cl)cc1
 : -4	1%	14µM*	-8%	-26%	-1
Cn1c(CO)cnc1SCc1c(Cl)cccc1Cl
 : 2	-15%	-9%	?	16%	-11
Cc1ccc(C(=O)NCc2ccc(N3CCN(C(=O)OC(C)(C)C)CC3)cc2)cc1
 : -1	2%	-3%	-14%	16%	-22
O=C(CNCCO)N1N=C(c2cccs2)CC1c1cccs1 (stereo not drawn)
 : -1	4%	8%	-30%	55%[activator]	28
Cc1cnc(NC(=O)CSc2nnc(-c3ccncc3)n2C2CCCCC2)s1
 : -3	6%	12%	-2%	20%	12
COc1ccc(C(C(=O)NC2CCCC2)N(C(=O)c2snc(C(N)=O)c2N)c2ccccc2OC)cc1OC (stereo not drawn)
 : -7	·	-9%	1%	9.3µM*	-8
N#CCC(=O)Nc1ccc(C(=O)OCC(=O)NC2CCCCCC2)cc1
 : ·	·	22%	?	?	·
CCc1nc2ccc(C(=O)NCc3ccc(C)o3)cc2nc1CC
 : 10	·	?	-28%	2%	-1
COC(C(=O)NNS(=O)(=O)c1ccccc1[N+](=O)[O-])c1ccccc1 (stereo not drawn)
 : -3	-11%	19%	16%	9%	-15
Cc1onc(-c2ccc(Cl)cc2)c1-c1ccnc(SCC(=O)Nc2ccc(C(C)C)cc2)n1
 : 2	2%	-29%	?	?	19
CCCn1c(N)c(N(CCOC)C(=O)c2ccccc2)c(=O)[nH]c1=O
 : -9	-9%	20%	1%	14%	-24
N#CC1=C(N)OC2=C(C(=O)CC(c3ccco3)C2)C1c1ccc(OCc2c(F)cccc2Cl)cc1 (stereo not drawn)
 : 5	·	?	26%	?	11
COc1ccc(NC(=O)C(=O)NCCC2CCCCN2S(=O)(=O)c2cccs2)cc1 (stereo not drawn)
 : ·	·	?	?	?	·
CCC(=O)Nc1ccc2c(c1)ncn2-c1ccc(C)cc1
 : 36*	-1%	-20%	?	139%[activator]	96*
CCOC(=O)CN1C(=O)CC(c2ccccc2)C1=O (stereo not drawn)
 : -1	2%	-1%	?	2%	-15
CCOc1ccccc1Nc1nc(N)nc(CSc2nncn2C)n1
 : 1	0%	6%	0%	16%	11
O=c1c([N+](=O)[O-])c(O)c2cccc3c2n1CCC3
 : -2	?	20%	-1%	·	26
O=c1c(-c2ccc(Cl)cc2)c[nH]n1-c1ccccc1
 : 25*	-19%	9%	13µM*	8.3µM*	78*
CCOc1ccc(C(=O)Nc2nnn(CC)n2)cc1
 : 36*	-1%	16%	·	75%[activator]	75*
COc1ccc(CNC(=O)C(=O)c2cn(CC(=O)N3CCCC3)c3ccccc23)cc1
 : 18*	·	·	?	66%[activator]	81
CCCn1c(=O)c2ccccc2n2c(SCC(=O)NCc3cccs3)nnc12
 : 0	3%	-4%	?	·	-6
Cc1ccc(C)c(SCC(=O)Nc2cccnc2Cl)c1
 : 2	-1%	-10%	?	10µM*	-10
OCC1(Cc2ccccc2F)CCCN(CC2CCCCC2)C1 (stereo not drawn)
 : -2	0%	?	?	-3%	·
COc1ccc(/C=N/NC(=O)CCN2CCN(c3ccccc3)CC2)c(OC)c1OC
 : -3	-2%	-20%	19%	-12%	2
Cc1ccc(-n2nc3c(c2NC(=O)c2cccs2)CS(=O)(=O)C3)cc1
 : -2	-3%	9%	17%	-7%	-7
O=C(CN1CCN(c2ccccn2)CC1)N1c2ccccc2CCc2ccccc21
 : -4	-17%	-22%&3%	?	15µM*	-2
COc1cc(CNC(C)(C)C)ccc1OCC(=O)NC(C)(C)C
 : -2	0%	7%	-6%	?	-5
Cc1ccccc1-c1nnn(Cc2ccc(F)cc2Cl)n1
 : 18	0%	-1%	8%	54%[activator]	24*
CN(C)c1c(F)cc(-c2nn[nH]n2)cc1F
 : 15	3%	5%	77%[activator]	74%[activator]	1
Cc1ccc(C(=O)CSc2nnc(C(C)C)n2C)cc1C
 : -1	6%	-8%	i	39%[activator]	10
CCCc1cc(=O)oc2cc(OC3CCCCC3=O)ccc12 (stereo not drawn)
 : 13	8%	?	4%	13%	-2
COc1ccc(C[C@H]2CN3C(=NC[C@@H]3C(C)C)N2CCNC(=O)CCC2CCCCC2)cc1
 : -1	4%	-21%	4.7µM*	?	-13
O=C(Oc1ccc(N(C(=O)c2ccncc2)S(=O)(=O)c2ccc(Cl)cc2)cc1)c1ccncc1
 : -2	-5%	-21%	2.6µM*	10%	19
CCCCNC(=S)Nc1ccc(-c2nc3ccc(C)cc3s2)cc1
 : 65*	7%	?	325%[activator]	171%[activator]	51*
COC(=O)c1sc2ccccc2c1NC(=O)c1ccc(S(=O)(=O)N2CCCCC2)cc1
 : -4	-1%	?	12%	12%	-14
c1ccn2c(Cc3nnc4ccccn34)nnc2c1
 : -2	3%	-7%	8%	-12%	-11

Later entries.
Values run as follows: Cycloheximide cs	FBPA Giardia inh	HCV inhibitor	Pf growth 96h	Pf growth 48h	Shiga inhibitor
COc1cccc(NC(=O)COC(=O)/C=C/c2c(C)nn(-c3ccccc3)c2C)c1
 : ·	·	?	-13%	-22%	·
COC(=O)c1cc(CSc2nnc(NC3CCCCC3)s2)oc1C
 : 21	-13%	?	·	?	-9
COc1ccccc1NCC(=O)c1ccc(Cl)cc1
 : 6	4%	23%	33%[activator]	-1%	13
Cc1ccc(-c2csc(NC(=O)CSc3ncn(-c4ccccc4)n3)n2)cc1
 : 3	2%	?	?	9%	40
O=C(CN1CCN(C(=O)C2CCCO2)CC1)Nc1ccc(Br)cc1 (stereo not drawn)
 : 4	·	14%	9%	5%	-3
COc1cc(/C=C(\CC(=O)O)c2nc3ccccc3s2)cc(OC)c1O
 : 17	-20%	-7%	53%[activator]	0%	13
Cc1cc(C)nc(NS(=O)(=O)c2ccc(Br)cc2)n1
 : 1	-17%	-2%	-6%	14%	19
COc1ccc(NC(=O)Cn2nnc(C(=O)NCc3ccccc3)c2N)c(OC)c1
 : -6	0%	-20%	40%[activator]	13%	-14
Fc1cccc(C2NC(=S)NC3=C2N2CCC3CC2)c1 (stereo not drawn)
 : -3	0%	22%	10%	0%	5
CCOC(=O)c1sc(NC(=O)C(CC)OC(=O)c2ccco2)nc1C (stereo not drawn)
 : 16*	-6%	15%	36%[activator]	-2%	13
Cc1nc(-c2ccc(C(F)(F)F)cc2)sc1C(=O)NN
 : 15*	-11%	-27%	-57%	?	37
O=C(Nc1ccc(F)cc1F)c1noc2c1CCC2
 : 35*	-4%	-8%	37%[activator]	?	59*
COc1ccccc1/C=C/C1=NC(=C\N(C)C)/C(=O)O1
 : 10*	0%	11µM*	·	46%[activator]	59
COc1ccc(NC(=O)Cn2nnc3ccccc32)c([N+](=O)[O-])c1
 : -1	4%	-25%	?	11%	-13
CCOc1cc(/C=C(\C#N)C(=O)Nc2cccc(C(=O)O)c2)cc(Br)c1OC(=O)c1ccc(OC)cc1
 : 11	-15%	9%	34%[activator]	0%	31*

Grouped by structure: the compounds so far containing bromine
Values run as follows: Cycloheximide cs	FBPA Giardia inh	HCV inhibitor	Pf growth 96h	Pf growth 48h	Shiga inhibitor
O=C(CN1CCN(C(=O)C2CCCO2)CC1)Nc1ccc(Br)cc1 (stereo not drawn)
 : 4	·	14%	9%	5%	-3
Cc1cc(C)nc(NS(=O)(=O)c2ccc(Br)cc2)n1
 : 1	-17%	-2%	-6%	14%	19
CCOc1cc(/C=C(\C#N)C(=O)Nc2cccc(C(=O)O)c2)cc(Br)c1OC(=O)c1ccc(OC)cc1
 : 11	-15%	9%	34%[activator]	0%	31*

New compounds follow
Values run as follows: Cycloheximide cs	FBPA Giardia inh	HCV inhibitor	Pf growth 96h	Pf growth 48h	Shiga inhibitor
Cc1ccc(Cn2c(CN3CC(C)OC(C)C3)nc3c2c(=O)n(C)c(=O)n3C)cc1 (stereo not drawn)
 : -3	0%	-16%	-11%	·	-12
Cc1nc2c3cc(Cl)ccc3n(CCN3CCOCC3)c2s1
 : -1	-8%	-11%	-29%	-20%	7
N#Cc1nnn(Cc2ccccc2)c1N
 : -3	17%	14%	?	45%[activator]	-3
Cc1ccc(CC2CC(=O)N(c3ccc4c(c3)OCCO4)C2=O)cc1 (stereo not drawn)
 : 21	0%	-3%	?	27%	51
O=c1[nH]c(Cc2ccccc2)nc2scc(-c3ccccc3)c12
 : 17	4%	-2%	-12%	·	46
CN(CC(=O)Nc1ccc(F)c(F)c1F)C1CCCCC1
 : -8	4%	-1%	69%[activator]	·	-7

Source: PubChem (National Center for Advancing Translational Sciences (NCATS))
